Screening results as filed in PubChem BioAssay.
KDM5B inhibitor = Primary screen for KDM5B Histone Demethylases FDH-coupled qHTS. actives 2.6% (n = 220,000). Potency, µM (titrated, usually from 57.7 µM), for the others: top-dose activity change, negative = inhibition, hits mostly inhibitors. Lysine-specific demethylase 5B (Homo sapiens), Q9UGL1. KDM5B demethylase, FDH-coupled NADH fluorescence (FDH is formaldehyde dehydrogenase); active means well fitted inhibition curve with a large enough effect; inconclusive means small, poorly fitted or top-dose-only effect; inactive means no such curve, though single readings can be large or run the other way; further: 0% is about no effect; nearly all actives have a fitted effect of over 70% in size
Target sequence (Q9UGL1 whole entry, looked up): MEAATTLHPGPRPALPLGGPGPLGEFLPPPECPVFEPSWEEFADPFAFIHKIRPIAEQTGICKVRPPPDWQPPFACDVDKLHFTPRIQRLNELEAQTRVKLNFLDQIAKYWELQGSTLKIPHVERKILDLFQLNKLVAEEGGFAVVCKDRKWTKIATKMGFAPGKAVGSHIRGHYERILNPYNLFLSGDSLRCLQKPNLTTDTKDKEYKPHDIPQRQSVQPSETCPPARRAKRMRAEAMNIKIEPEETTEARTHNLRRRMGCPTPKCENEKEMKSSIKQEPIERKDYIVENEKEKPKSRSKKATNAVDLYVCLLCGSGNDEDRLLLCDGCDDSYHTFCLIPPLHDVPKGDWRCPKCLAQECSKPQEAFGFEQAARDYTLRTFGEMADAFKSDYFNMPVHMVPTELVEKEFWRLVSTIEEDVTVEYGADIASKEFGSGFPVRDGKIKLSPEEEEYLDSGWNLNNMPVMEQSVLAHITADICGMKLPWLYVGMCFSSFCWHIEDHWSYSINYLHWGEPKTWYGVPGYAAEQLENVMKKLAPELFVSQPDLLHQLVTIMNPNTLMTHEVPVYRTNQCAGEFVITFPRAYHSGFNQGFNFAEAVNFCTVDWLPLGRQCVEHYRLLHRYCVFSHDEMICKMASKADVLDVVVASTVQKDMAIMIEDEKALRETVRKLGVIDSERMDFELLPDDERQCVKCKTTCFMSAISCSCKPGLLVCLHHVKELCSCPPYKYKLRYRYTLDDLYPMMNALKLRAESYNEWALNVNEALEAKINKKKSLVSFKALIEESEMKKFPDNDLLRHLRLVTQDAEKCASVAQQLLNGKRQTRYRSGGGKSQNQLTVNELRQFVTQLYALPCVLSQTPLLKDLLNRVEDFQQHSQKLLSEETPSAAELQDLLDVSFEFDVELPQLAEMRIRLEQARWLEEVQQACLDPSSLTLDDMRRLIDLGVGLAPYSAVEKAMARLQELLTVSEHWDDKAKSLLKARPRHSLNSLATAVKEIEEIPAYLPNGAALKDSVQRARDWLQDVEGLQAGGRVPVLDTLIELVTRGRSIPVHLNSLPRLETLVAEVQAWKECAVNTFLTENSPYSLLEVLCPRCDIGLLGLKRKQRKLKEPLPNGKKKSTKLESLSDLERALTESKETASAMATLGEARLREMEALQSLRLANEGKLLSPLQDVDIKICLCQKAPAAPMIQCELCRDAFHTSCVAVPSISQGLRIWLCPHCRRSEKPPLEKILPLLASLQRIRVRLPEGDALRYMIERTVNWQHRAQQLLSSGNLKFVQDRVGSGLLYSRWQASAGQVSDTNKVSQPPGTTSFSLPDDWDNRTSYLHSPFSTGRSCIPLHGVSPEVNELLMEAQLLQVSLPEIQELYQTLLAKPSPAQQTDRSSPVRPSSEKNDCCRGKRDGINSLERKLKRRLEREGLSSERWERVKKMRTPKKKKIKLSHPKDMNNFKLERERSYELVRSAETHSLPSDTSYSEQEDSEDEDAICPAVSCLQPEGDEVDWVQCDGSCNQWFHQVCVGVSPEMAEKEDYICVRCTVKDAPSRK
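Here, H3K4me3 peptide (12.5 µM in substrate mix) is demethylated by KDM5BΔAP, 200 nM final, after 10 min compound exposure. Formaldehyde product is coupled through FDH (0.25 U/mL in mix) to NADH fluorescence; 30-min ΔRFU feeds dose-response curves.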
The depositor's hits bear a star; i = inactive; u = inconclusive; & = joins results of further samples; [ ] = dose if it differs, or a comment. Potency means the concentration at half of the fitted maximal effect. This is a subset, so the mix of outcomes need not match the whole.

Start of the data: the first five entries, to show the layout:
| KDM5B inhibitor | SMILES |
| --- | --- |
| -21% | O=C(CNc1n[nH]c(=O)[nH]c1=O)N/N=C/C1CC=CCC1 (stereo unspecified) |
| -21% | CC1CCN(CCc2nc3c([nH]2)CC(C)(C)CNC3=O)CC1 |
| u | CCn1nc(C)c(CNC(=O)c2cc(COc3ccc4ncccc4c3)on2)c1C |
| 6% | COc1cc(C(C)=O)ccc1OS(=O)(=O)c1ccc2c(c1)CCC2 |
| 12% | CCOC(=O)c1oc2cc(OCC(=O)OC)ccc2c(=O)c1-c1ccc(OC)c(OC)c1 |

All compounds of this part (from the top)
| KDM5B inhibitor | SMILES |
| --- | --- |
| -21% | O=C(CNc1n[nH]c(=O)[nH]c1=O)N/N=C/C1CC=CCC1 (stereo unspecified) |
| -21% | CC1CCN(CCc2nc3c([nH]2)CC(C)(C)CNC3=O)CC1 |
| u | CCn1nc(C)c(CNC(=O)c2cc(COc3ccc4ncccc4c3)on2)c1C |
| 6% | COc1cc(C(C)=O)ccc1OS(=O)(=O)c1ccc2c(c1)CCC2 |
| 12% | CCOC(=O)c1oc2cc(OCC(=O)OC)ccc2c(=O)c1-c1ccc(OC)c(OC)c1 |
| 18% | CN(C)C(=O)c1cccnc1OC1CCN(C(=O)c2cccs2)C1 (stereo unspecified) |
| 24% | CC(C)CC(=O)NCCc1ccccn1 |
| -19% | O=C(O)CCC(=O)N[C@H]1CO[C@H]2[C@@H]1OC[C@@H]2n1nnnc1Oc1ccc(-n2ccnc2)cc1 |
| -41% | Cn1nc(C(=O)N2CC(N(C3CCOCC3)S(C)(=O)=O)C2)c2ccccc21 |
| -5% | CSc1nc(-c2ccccc2)c2ccccc2n1 |
| u | CS(=O)(=O)c1ccc(OCC2(CNCc3cccc(C(F)(F)F)c3)C[C@@H](O)[C@@H](O)C2)cc1 (stereo partly specified) |
| 12% | N#C/C(=C/c1ccc(OCc2ccccc2C#N)c(Br)c1)c1ccccc1 |
| 4% | CCNC(=O)N1CCCCCCN(C)C(=O)[C@@H]2CCC[C@@H]21 |
| u | COc1cccc(/C=C/C(=O)c2cc3ccccc3oc2=O)c1 |
| -7% | O=C(c1cccc(-n2cnnc2)c1)N(Cc1ccsc1)CC1CCCO1 (stereo unspecified) |
| 23% | Cc1cccc(CC(=O)N2CCCCCC2c2nnc(-c3ccccc3)o2)c1 (stereo unspecified) |
| 13% | CCOC(=O)C1(Cc2ccc(OC)cc2)CCN(C(=O)C2CC(=O)N(C3CC3)C2)CC1 (stereo unspecified) |
| 7% | O=C(NC1CC1)C1CCN(C2CCN(C(=O)Cc3ccc(F)cc3)CC2)CC1 |
| 21% | O=C(Cc1ccccc1)NCCC1CCN(C(=O)Nc2ccc(F)cc2)CC1 |
| u | COc1cc(OC)cc(-c2cc3nc(C)c(CCC(=O)Nc4ccc(F)c(Cl)c4)c(C)n3n2)c1 |
| 16% | Cc1c(NC(=O)CN(c2ccccc2)S(=O)(=O)c2ccc(F)cc2)c(=O)n(-c2ccccc2)n1C |
| 0% | Cn1ccnc1C(=O)NCC(=O)N1CCCCCNC(=O)CC1c1ccccc1 (stereo unspecified) |
| 4% | Cc1ccc(-n2nc3n(c2=O)CCN(C(=O)c2ccccc2)C3)cc1 |
| -13% | O=C(CN1C(=O)C2(SCC(=O)N2c2ccccc2)c2ccccc21)NCc1ccccc1 (stereo unspecified) |
| 32µM* | COc1ccccc1C(=O)N1CCC2(CC1)CC(=O)c1ccccc1O2 |
| 15% | Clc1ccc(NCc2nnc3n2CCCCC3)cc1 |
| -20% | O=C1NCCCCCCN(C(=O)C2CCC2)[C@H]2CCCC[C@@H]12 |
| u | O=C(Cc1csc(-c2cccs2)n1)NCc1ccc(F)cc1 |
| u | COc1ccc(-c2cc3c(ccn3C(C)C)c(C(=O)NCc3c(C)cc(C)[nH]c3=O)n2)cn1 |
| -6%[86.2 µM] | C=CCNC(=O)C[C@@H]1CCN(C(=O)C(C)(C)C)C[C@@H]1CC |

An excerpt from above in order of the KDM5B inhibitor value, highest first:
structure	KDM5B inhibitor
Cc1c(NC(=O)CN(c2ccccc2)S(=O)(=O)c2ccc(F)cc2)c(=O)n(-c2ccccc2)n1C	16%
O=C(O)CCC(=O)N[C@H]1CO[C@H]2[C@@H]1OC[C@@H]2n1nnnc1Oc1ccc(-n2ccnc2)cc1	-19%
O=C1NCCCCCCN(C(=O)C2CCC2)[C@H]2CCCC[C@@H]12	-20%

Additional results follow:
| KDM5B inhibitor | SMILES |
| --- | --- |
| 12% | COC(=O)c1ccc(C)c(NC(=O)c2sc(COc3ccc(C)cc3)nc2C)c1 |
| -22% | CN(C(=O)c1ccc2c(c1)N(Cc1ccc(F)cc1)C(=O)c1ccccc1S2(=O)=O)C1CCCCC1 |
| u | O=C(CNS(=O)(=O)c1ccc(Br)s1)N1CCN(c2ccc(F)cc2)CC1 |
| -6% | COc1ccc(-c2cc(C(F)(F)F)nc(SCC(=O)NCc3ccc(Cl)cc3)n2)cc1 |
| -15% | O=C(Cc1ccc(Cl)cc1)N1CCC2(CC1)NC(=O)N(c1ccccc1Cl)N2 |
| 22µM* | CN(C)[C@@H]1C[C@@H](CO)N(Cc2cc(=O)n3c4c(cccc24)CCC3)C1 |
| -18% | Fc1ccc(CCc2nc(C3CCOC3)no2)cc1F (stereo unspecified) |
| -6% | CC(=O)c1ccc(NCC(=O)N2N=C(c3ccc(C)o3)CC2c2ccco2)cc1 (stereo unspecified) |
| 4% | CC1CCCN(C(=O)CN2C(=O)NC3(CCCCC3)C2=O)C1 (stereo unspecified) |
| -8% | CCn1c(SCc2cc(OC)c(OC)cc2Br)nc2cc(S(N)(=O)=O)ccc21 |
| 25% | COc1ccc(OCc2nc(C)c(CCO)c(=O)n2CC(=O)Nc2ccc(Cl)cc2F)cc1 |
| u | O=c1cc(-c2cccnc2)oc2c1ccc1ccccc12 |
| -20% | COCCCNC(=O)CN1C(=O)COc2ccc(C(=O)COc3cccc(OC)c3)cc21 |
| 11% | NC(=O)[C@H](CC1CCCCC1)NC(=O)[C@@H]1C[C@@H](NC(=O)Nc2cccc(F)c2)CCN1C(=O)[C@H]1CCCN1 |
| -16% | COc1ccccc1CNC(=O)C(CC(C)C)NS(=O)(=O)c1ccc2c(c1)oc(=O)n2C (stereo unspecified) |
| -20% | Cc1ccc2nc(N(Cc3cccnc3)C(=O)COc3ccccc3)sc2c1 |
| u | Clc1ccccc1CSc1nncn2c1cc1occc12 |
| u | O=C(O)CCc1ccc(-c2ccc(Br)cc2)n1-c1ccccc1O |
| 0% | COc1ccc(CNC(=O)CCc2ncc(-c3ccccc3)o2)cc1 |
| u | CCCCC(=O)Nc1cc(-c2nc3ccccc3o2)ccc1OC |
| u | CC(=O)NCC1(COc2cccnc2)C[C@@H](O)[C@@H](O)C1 (stereo partly specified) |
| u | O=C(NCc1ccc(Cl)cc1)c1ccc2cncn2c1 |
| 11% | CC(=O)N1CCC(n2nccc2NC(=O)c2ccc3c(c2)OCO3)CC1 |
| 5%&-18% | CCC(C(=O)NCCc1ccccc1)n1nc(C)n2c(cc3sccc32)c1=O (stereo unspecified) |
| -3% | CCc1cccc2c(-c3ccccc3)nc(SCC(=O)Nc3ccccc3)nc12 |
| -5% | COc1cc(NC(=O)[C@H](C)n2c(=O)[nH]c3ccccc3c2=O)cc(OC)c1 |
| 3% | COc1ccc(S(=O)(=O)N2CCSC2c2cc(OC)ccc2OC)cc1 (stereo unspecified) |
| -9% | COc1ccc(CNC(=O)c2ccc3c(c2)CCN3S(=O)(=O)c2ccccc2)cc1 |
| 3% | O=C(CCNS(=O)(=O)c1ccc(F)c(F)c1)NCCN1CCOCC1 |
| 0% | COc1ccc(C)cc1NC(=O)C1CCN(C(=O)N2CC3CC(C2)[C@H]2CCCC(=O)N2C3)CC1 (stereo partly specified) |

In the list so far, these contain bromine.
| KDM5B inhibitor | SMILES |
| --- | --- |
| 12% | N#C/C(=C/c1ccc(OCc2ccccc2C#N)c(Br)c1)c1ccccc1 |
| u | O=C(CNS(=O)(=O)c1ccc(Br)s1)N1CCN(c2ccc(F)cc2)CC1 |
| -8% | CCn1c(SCc2cc(OC)c(OC)cc2Br)nc2cc(S(N)(=O)=O)ccc21 |
| u | O=C(O)CCc1ccc(-c2ccc(Br)cc2)n1-c1ccccc1O |

Later entries:
| KDM5B inhibitor | SMILES |
| --- | --- |
| -12% | COc1ccc(Nc2cc(Nc3cc(OC)c(OC)c(OC)c3)ncn2)cc1 |
| -13% | Cc1cc(N2CCN(Cc3nc(C(C)(C)C)no3)CC2)nc(C(C)C)n1 |
| u | CCOC(=O)c1c(C)[nH]c(CCC(=O)NCc2ccc(CC)cc2)c1C |
| 8% | CN(C)c1ncnc2scc(-c3ccc(Cl)cc3)c12 |
| 6% | O=C(N/N=C/c1cccc(Cl)c1)C(c1ccncc1)N1CCOCC1 (stereo unspecified) |
| u | Cc1ccc2nc(N3CCNCC3)c(-n3nc(C)cc3C)nc2c1 |
| -5% | CSc1ncccc1C(=O)N[C@@H]1CCOC[C@H]1Oc1ccc(C#N)cc1 |
| 6% | CCOc1ccc(C(=O)c2cn(Cc3ccccc3OC)c3ccc(F)cc3c2=O)cc1 |
| -15% | O=C(c1ccc2c(c1)CCN2S(=O)(=O)c1ccccc1)N1CCN(c2cccc(Cl)c2)CC1 |
| -11% | O=C(CN(Cc1ccccc1)S(=O)(=O)c1ccc(Br)cc1)N/N=C/c1ccccc1C(=O)O |
| -28% | O=C(NCc1ccc(Cl)cc1)c1ccc2ccccc2n1 |
| 39%[activator] | O=C(O)c1cc(-c2ccc(Cl)cc2)n(-c2ccc(F)cc2)n1 |
| u | Cc1noc(C)c1C(=O)N1Cc2ccccc2CC2(CCCN(CC3CCNC3)C2)C1 (stereo unspecified) |
| -16% | CCC(Sc1ncccc1C(=O)Oc1ccccc1Cl)C(=O)Nc1ccccc1OC (stereo unspecified) |
| -22% | Cc1ccc(C)c(N2CCN(C(=O)Cn3ncc4ccsc4c3=O)CC2)c1 |
| -7% | Cc1ccccc1CNC(=O)CN1C(=O)CCCc2ccccc21 |
| -22% | Clc1ccc(-c2noc(CCc3nc4ccccc4[nH]3)n2)cc1 |
| -5% | Cc1ccc(NC(=O)Cn2cc(C(=O)C3CC3)c3ccccc32)cc1 |
| -16% | CCn1nc(C(=O)Nc2ccc(OC)c(Oc3ccc(OC)cc3)c2)c2ccccc2c1=O |
| u | O=C(NCc1ccc(F)cc1)c1ccc2nc(N3CCCCC3)sc2c1 |
| 25µM* | COc1ccc(CCN(C)C2CCCN(c3ncccc3C#N)C2)cc1OC (stereo unspecified) |
| -9% | Cc1ccc(OCC(=O)N2CCC3(CC2)CC(N(C(=O)NC(C)C)C2CC2)CCO3)cc1 (stereo unspecified) |
| 3% | O=C(Nc1nc2ccsc2c(=O)s1)C1CCC1 |
| 7% | Cc1ccc(C(=O)COc2ccc3c(C)cc(=O)oc3c2)cc1 |
| 8% | Cc1ccc(CNn2cn[nH]c2=S)cc1 |
| -20% | COc1cc(Cl)ccc1C(=O)NC1CCN(c2cc(-c3ccc(F)cc3)[nH]n2)CC1 |
| -20% | Cc1cnc(-c2ccccc2)n1C1CCN(C(=O)Nc2ccccc2F)CC1 |
| u | Cc1cc(C)nc(SCc2cn3c(C)cc(C)nc3n2)n1 |
| 12% | CCCc1nnc(SCC(=O)O)n1CC |
| -5% | CCOC(=O)c1ccc(NC(=S)NCc2ccc(F)cc2)cc1 |
| 109%[activator][86.2 µM] | CC1(C)[C@H](Cc2cc(CN3CCOCC3)on2)C[C@@H]1NCc1ccccc1O |
| 35% | c1cc(-n2nnc3cnccc32)ccn1 |
| -10% | CCN(CC)C(=O)N1CCC(c2noc(-c3ccccc3)n2)C1 (stereo unspecified) |
| 17% | CN(C1CCc2nn(C)c(=O)n2CC1)S(=O)(=O)c1ccc2c(c1)CCC2 (stereo unspecified) |
| 21% | CCCNC(=O)NC(=O)CSc1nc2ccccc2c(=O)n1Cc1ccncc1 |
| -21% | CCC(Oc1ccccc1)C(=O)Nc1nnc(S(=O)(=O)N(CC)CC)s1 (stereo unspecified) |
| -11% | C=CCOc1ccc(CN(C)CC(=O)NC(=O)NCc2cccs2)cc1 |
| u | CNc1oc(-c2cc(S(=O)(=O)N(C)C)c(C)o2)nc1C#N |
| 28µM* | CNc1nc2c(s1)C(c1cccc(F)c1)CC(=O)N2 (stereo unspecified) |
| i | COc1ccc(CCNc2oc(-c3cccc4ccccc34)nc2C#N)cc1OC |
| 5% | Nc1nc(Nc2ccccc2F)nc(N2CCOCC2)c1[N+](=O)[O-] |
| 5% | CC(C)n1nc(C(=O)Nc2ccc(Nc3ccccc3)cc2)c2ccccc2c1=O |
| -17%[86.2 µM] | O=C(NCc1ccccc1)c1cnc2n1CCN(CC1CCCC1)CC2 |
| 16%[86.2 µM] | Cc1ccc2c(c1)N1C(=O)OC[C@@H]1CCN(C(=O)c1ccccc1)C2 |
| i | CC(=O)c1ccc(-c2ccc(C(=O)O)o2)cc1 |
| u | Cc1ccc(CCNC(=O)c2ccc(CSCc3ccccc3Cl)o2)cc1 |
| 14%[115 µM] | COc1ccc(CC(=O)N2CNC(=O)C23CCN(C(=O)C2CCN(C)CC2)CC3)cc1 |
| u | COc1ccccc1N1CCN(C(=O)c2cc3c(=O)n(Cc4cccs4)ccc3nc2C)CC1 |
| -23% | C[C@H](C(=O)N1CCCC1)C1CC[C@@]2(C)Cc3sc(CS(=O)(=O)C(C)(C)C)nc3[C@@H](C)[C@@H]2[C@H]1O (stereo partly specified) |
| u | CCOc1cccc(-c2noc(-c3nnn4c3COC(c3ccc(F)cc3)C4)n2)c1 (stereo unspecified) |
| 1% | CCCC(=O)C1=C(c2ccc(C)c(C)c2)N(C(=O)CCC)n2c(CC)nnc2S1 |
| u | CN(C)c1ccc(CN2CC[C@H](c3nc4ccc(C#N)cc4[nH]3)C2)cc1 |
